Source: PubChem BioAssay (National Center for Advancing Translational Sciences (NCATS))
uPA surface inh = inhibitors of cell surface uPA generation | cell surface uPA generation assay, qHTS | Potency, µM (series often up to 38.3 µM), for inactives: at the top dose activity change, negative = inhibition, usual class: inhibitors | 0.31% of 330,000 active | AID 540303; active = well fitted inhibition curve with a large enough effect; inconclusive = small, poorly fitted or top-dose-only effect; inactive = no such curve, though single readings can be large or run the other way; tested in mouse RAW 264.7 cells; also: potency is read from the fitted curve at half-maximal effect; % is scaled to controls: 0 for no effect and ±100 for the full control effect; nearly all actives have a fitted effect of over 55% in size
BCR signal inh = blocks chronic active B-cell receptor signaling. ABC-DLBCL IkBa-CBG/CBR reporter, luminescence ratio, 4 h. Potency, µM (series often up to 46.1 µM), inactives show top-dose ratio change, negative = lower green/red ratio, most hits filed as inhibitors. 0.05% of 340,000 active. AID 493014; active = well fitted inhibition curve with a large enough effect in the signal ratio, with a control signal flat, not every such curve was filed as active; inconclusive = small, poorly fitted or top-dose-only effect, or effect the other way, or a change in a side signal; the % refers to the signal ratio;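 also: potency is read from the fitted curve at half-maximal effect; plate controls were basal doxycycline-induced cells for no effect and cells given 10 µM MG132 for full effect; MG132 reads +100%, hits lower the ratio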
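TMD8 ABC-DLBCL cells carrying doxycycline-inducible green luciferase fused to IkappaBalpha plus unfused red luciferase were exposed to compounds (up to 46 uM) for 4 hrs at 37C. Activity came from the overlap-corrected green/red luminescence ratio.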
B2AR arrestin = beta2AR (human) beta-arrestin recruitment activity; P07550; beta-arrestin recruitment to beta2AR, cell-based reporter; Potency, µM (titrated, usually from 46.1 µM), for the others: at the top dose activation, most hits filed as activators; 0.02% of 330,000 active;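 also: potency is read from the fitted curve at half-maximal effect; 0% = DMSO controls and full agonism = EC100 isoproterenol or metaproterenol; nearly all actives have a fitted effect of over 65% in size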
USP2a block = blocks human ubiquitin-specific protease USP2a; AID 463254; USP2 core, Ub-CHOP2 coupled fluorogenic reporter, 485/531; 0.01% of 330,000 active; Potency, µM (doses to about 38.3 µM), without a hit: at the highest dose activity change, negative = inhibition, actives largely listed as inhibitors;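 also: potency is read from the fitted curve at half-maximal effect; plate controls were DMSO wells for no effect and full inhibition by NEM control for full effect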
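USP2 core (10nM final) preincubated 30min RT with compound in 20mM Tris-HCl pH 8.0, 2mM CaCl2, 2mM beta-mercaptoethanol, 0.05% CHAPS; 25nM Ub-CHOP2 plus 25nM reporter substrate added, fluorescence (Ex485/Em531) read after 60min.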
Tb PFK block = blocks T. brucei phosphofructokinase; T. brucei PFK, ADP-Glo luminescence; 0.17% of 330,000 active; O15648; Potency, µM (doses to about 57.5 µM), without a hit: at the highest dose activity, negative = inhibition, usual class: inhibitors;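 also: potency is read from the fitted curve at half-maximal effect; 0% = uninhibited 1x PFK enzyme wells and -100% = no-enzyme wells; nearly all actives have a fitted effect of over 60% in size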
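In TEA buffer at pH 8.0 with 5 mM MgCl2, enzyme (1.25 nM) converted F6P (0.5 mM) and ATP (0.1 mM) for 45 min at room temperature. ADP product was read by luciferase luminescence.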
Eya2 inh = inhibitors of human Eya2 phosphatase activity; AID 488837; recombinant Eya2, OMFP fluorescence dephosphorylation (OMFP is methylfluorescein phosphate); O00167; Potency, µM (highest dose often 76.9 µM), inactives show at the top dose activity, negative = inhibition, usual class: inhibitors; 0.006% of 330,000 active; also: potency is read from the fitted curve at half-maximal effect; % is scaled to controls: 0 for no effect and ±100 for the full control effect
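Eya2 (0.2 uM) preincubated 10 min at ambient with compound, then OMFP substrate added at 50 uM; 10 min reaction in 50 mM HEPES pH 7.5, 50 mM NaCl, 5 uM MgCl2, 0.05% BSA, 1 mM DTT. Fluorescence read at Ex 485/Em 525 nm.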
Mito fusion act = inhibitors of mitochondrial division or activators of mitochondrial fusion; 0.23% of 320,000 active; Potency, µM (top dose mostly 46.1 µM), without a hit: top-dose growth rescue (activation), usual class: activators; S. cerevisiae fusion-defective mutant growth rescue, CellTiterGlo 48 h;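 also: potency is read from the fitted curve at half-maximal effect; % of control where 0% means no effect; nearly all actives have a fitted effect of over 45% in size; temperature-sensitive fusion mutants such as fzo1-1 at 37 °C on non-fermentable ethanol glycerol medium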
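S. cerevisiae fusion-defective temperature-sensitive mutants (e.g. fzo1-1, mgm1-5) grown 48 h at 37C in YPEG (ethanol/glycerol non-fermentable) medium with 23 nl compound per well; growth rescue read as CellTiterGlo luminescence.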
TSHR antag = blocks TSH signaling through the human TSH receptor | P16473 | TSHR-expressing cells, TSH-stimulated cAMP HTRF, 2 h; stronger effect = lower value | activity change, negative = inhibition, % at 11.5 µM | 0.2% of 330,000 active | AID 504810;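 active = activity change below a set negative limit, meaning inhibition stronger than a set level, cut at about -70% in these data; inconclusive = activity change between two set negative limits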; also: % is scaled to controls: 0 for no effect and ±100 for the full control effect
Target sequence (P16473 whole entry, looked up): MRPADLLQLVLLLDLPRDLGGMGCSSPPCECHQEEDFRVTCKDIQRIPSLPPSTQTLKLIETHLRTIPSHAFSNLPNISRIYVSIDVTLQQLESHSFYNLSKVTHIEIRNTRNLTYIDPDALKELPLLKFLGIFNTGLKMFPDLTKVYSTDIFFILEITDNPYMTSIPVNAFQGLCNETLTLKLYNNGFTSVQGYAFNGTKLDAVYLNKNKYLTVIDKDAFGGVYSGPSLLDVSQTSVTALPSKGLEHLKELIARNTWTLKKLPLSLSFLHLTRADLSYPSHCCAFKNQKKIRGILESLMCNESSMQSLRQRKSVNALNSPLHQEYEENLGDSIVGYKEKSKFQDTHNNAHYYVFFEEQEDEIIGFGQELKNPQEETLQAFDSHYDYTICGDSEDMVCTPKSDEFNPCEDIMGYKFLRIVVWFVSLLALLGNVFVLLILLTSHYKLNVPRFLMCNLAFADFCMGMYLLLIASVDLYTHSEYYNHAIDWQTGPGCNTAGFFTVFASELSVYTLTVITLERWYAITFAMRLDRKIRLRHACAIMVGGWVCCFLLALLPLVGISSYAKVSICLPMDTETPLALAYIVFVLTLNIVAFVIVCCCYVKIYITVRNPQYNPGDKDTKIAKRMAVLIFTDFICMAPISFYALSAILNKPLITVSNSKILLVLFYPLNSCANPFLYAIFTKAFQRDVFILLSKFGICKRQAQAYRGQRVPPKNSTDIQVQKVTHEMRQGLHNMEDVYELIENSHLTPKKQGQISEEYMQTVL
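TSHR-expressing cells were treated with compounds, then stimulated with TSH at EC80 (4nM final) for 2 hours at 37 deg C. Cellular cAMP was measured by HTRF competition between lysate cAMP and cAMP-d2 for a cryptate-labelled anti-cAMP antibody.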
ELG1 DNA repair = ELG1-dependent DNA repair inhibition; HEK293T ELG1-luciferase reporter, luminescence, 16 h; DNA damage induced by 5-fluorouridine; Potency, µM (highest dose often 46.1 µM), for the others: at the top dose activity change, negative = inhibition, most hits filed as inhibitors; 2.3% of 330,000 active; AID 504467; also: potency is read from the fitted curve at half-maximal effect; % is scaled to controls: 0 for no effect and ±100 for the full control effect; nearly all actives have a fitted effect of over 55% in size
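In this reporter screen, reduction of luminescence relative to DMSO vehicle indicated activity. Compounds and 5-fluorouridine were added together to 2,000 cells per well, incubated for 16 hr at 37 °C, then developed with ONE-Glo.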
TSG101-PTAP inh = blocks PTAP/TSG101 interaction to inhibit HIV-1 budding | Fluorescence polarization, FITC-PTAP peptide / Tsg101 binding | Potency, µM (series often up to 115 µM), without a hit: at the top dose activity change, negative = inhibition, actives largely listed as inhibitors | 340,000 tested, under 10 active | AID 493005; active = well fitted inhibition curve with a large enough effect in the main read-out, with a control signal flat, not every such curve was filed as active; inconclusive = small, poorly fitted or top-dose-only effect, or effect the other way, or a change in a side signal; inactive = no such curve, though single readings can be large or run the other way; also: potency is read from the fitted curve at half-maximal effect; % of control where 0% means no effect
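Compounds were pin-transferred onto Tsg101 binding domain (10 uM final) in HEPES pH 7.5 buffer, then FITC-PTAP peptide was added at 50 nM final. After 20 min at RT, polarization reported peptide displacement across a qHTS concentration series.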
TCR activator = T cell receptor activation; primary human leukocytes, anti-CD3, IL-2 HTRF, 48 h; Potency, µM (doses to about 9.22 µM), for the others: at the highest dose activation of IL-2 secretion, actives largely listed as activators; 330,000 tested, under 10 active; also: % of control where 0% means no effect
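Primary human leukocytes receive a-CD3 beads and test compound and are incubated 48 hr. Secreted IL-2 is then assayed by HTRF, measuring 665nm acceptor emission after 320nm excitation of the europium donor.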
* marks the source's active call; other numbers are inactive results; u = inconclusive; x = no result given; [ ] = remark or other dose. Unless noted, calls follow the shape of the dose curve; as a rule, active = well fitted curve in the direction sought with a large enough effect; inconclusive = small, poorly fitted or top-dose-only effect, or another doubt; inactive = no such curve, though single readings can be large; an effect the other way counts as inactive or inconclusive. An unsorted share of the library (roughly 3% active in at least one column).

mol | uPA surface inh | BCR signal inh | B2AR arrestin | USP2a block | Tb PFK block | Eya2 inh | Mito fusion act | TSHR antag | ELG1 DNA repair | TSG101-PTAP inh | TCR activator
CC(=O)c1c(C)[nH]c(C(=O)OCC(=O)Nc2cc(Cl)ccc2[N+](=O)[O-])c1C | u | -10% | -0.3% | -6% | -9% | -5% | -2% | -77* | 18µM* | 3% | 4%[46.1 µM]
COc1cccc(C(=O)NC(Cc2ccccc2)c2ccc3c(c2)OCCCO3)c1 (configuration not stated) | x | u | -0.4% | 2% | 0% | 0% | 5% | 0 | -11% | -1% | x
Cn1c2c(c(=O)c3ccccc31)CCC(C)(C)O2 | 3% | u | 0.7% | 4% | -2% | -3% | -1% | 26 | 4% | -3% | -4%[46.1 µM]
CC(=O)c1cccc(NC(=O)N2CC(C)OC(C)C2)c1 (configuration not stated) | 12% | 2% | -1.1% | 2% | 0% | 1% | -1% | -6 | -1% | 0% | 8%
CC(=O)c1ccc(OCC(O)CN2CCN(CC(O)COc3ccc(C(C)=O)cc3)CC2)cc1 (configuration not stated) | -4% | 1% | -0.8% | 1% | -4% | -5% | -3% | -6 | -3% | -8% | -7%[46.1 µM]
Cc1c(C(=O)N/N=C/c2cccs2)nnn1-c1nonc1N | -8% | 3% | -0.7% | 0% | 1% | -1% | -3% | 3 | 19% | -6% | 0%
CC(C)Cc1ccc(CN2CCCC(NC(=O)Cn3cnnn3)C2)cc1 (configuration not stated) | 9% | 1% | -0.5% | -2% | -6% | -2% | -2% | 1 | 3% | -9% | 5%
Cn1c(=O)c2c(nc(Br)n2CCSc2ncccn2)n(C)c1=O | 0% | 3% | -0.4% | 2% | -4% | 18% | -3% | -4 | -4% | 0% | 4%
Cc1ccc(/C=N\Nc2nc3ccc(Cl)cc3[nH]2)o1 | -9% | u | 0.3% | 3% | -1% | 3% | -8% | 1 | u | 1% | 9%
COc1ccc(/C=N/NC(=O)c2ccc3nc[nH]c3c2)cc1OC | 5% | u | 0.0% | 7% | 0% | -7% | 0% | 7 | 5% | 2% | 1%
O=C(Nc1nc2cc3c(cc2s1)OCCO3)c1ccncc1 | -10% | u | -0.2% | -19% | 4% | 9% | 13% | 4 | u | -1% | 1%
CC1=N/C(=C\c2ccc([N+](=O)[O-])cc2)C(=O)N1c1cc(Cl)ccc1C | 10% | -8% | 0.0% | 2% | 1% | -5% | 2% | -22 | 3% | 3% | x
CCCCC/C=C\C[C@H](O)/C=C/c1cccc(C[C@H](O)CCCCO)n1 | 11% | u | 11% | 1% | -6% | -11% | -5% | -3 | -18% | 0% | 7%
COc1cccc(Nc2ccc(C(=O)O)cc2[N+](=O)[O-])c1 | u | 5% | -0.3% | 4% | -5% | 3% | -2% | -9 | 0% | -3% | 2%[46.1 µM]
Nc1nc(-c2ccc(Cl)cc2)nnc1-c1ccc(Br)cc1 | -2% | u | 0.2% | -1% | 3% | 0% | -1% | -8 | u | 4% | -1%
CCCCNC(=O)Cn1nc(Cc2ccncc2)c2ccccc2c1=O | -6% | -7% | -0.5% | -1% | 5% | -6% | 2% | 17 | -2% | -6% | 4%
C=CCC1c2cccc(C(=O)O)c2C(=O)N1c1cccc(C)c1 (configuration not stated) | -18% | 1% | -0.1% | 0% | 0% | 16% | 3% | -4 | 11% | -5% | 3%
CCC1CCCCN1C(=O)Cn1c(=O)oc2ccccc21 (configuration not stated) | -3% | 3% | 0.0% | -1% | 1% | -17% | 2% | -5 | 13% | -6% | 3%
COc1ccc(C2=Nn3c(nnc3-c3ccccn3)SC2)cc1OC | -10% | u | 0.1% | -1% | 1% | -1% | u | 12 | -12% | -6% | -1%
Cc1cccc(N(CC(=O)NC2CCCC2)C(=O)CCC(=O)Nc2cc(C)on2)c1 | -23% | -2% | 3.0% | 1% | 2% | 5% | 1% | -10 | -4% | -2% | 7%
COCCCNC(=O)CCc1ccccc1 | 1% | 1% | -0.4% | -1% | 1% | -22% | -2%[9.22 µM] | 0 | 10% | -4% | 0%
CCCOc1ccc(/C=N/NC(=O)CN(c2ccc(OCC)cc2)S(C)(=O)=O)cc1 | 1% | 1% | -0.3% | 1% | 4% | -17% | -4% | 6 | -9% | -5% | 0%
Cc1c(Cl)cccc1NC(=O)CNC(=O)c1ccccc1F | 4% | u | -0.8% | -1% | -9% | 4% | -3% | 0 | 0% | -3% | 5%[46.1 µM]
CCNc1nc(NCC)nc(-n2nc(C)cc2C)n1 | -16% | u | 7.9µM* | -7% | -5% | 1% | 1% | -3 | u | -2% | 3%
Cc1ccc(-c2noc(COc3ccccc3C)n2)cc1 | 2% | u | -0.6% | -1% | 1% | 0% | -7% | -17 | u | -4% | 0%
COc1cccc(CC(=O)OCC(=O)NCCc2ccc(F)cc2)c1 | 14% | 1% | 0.0% | 2% | -6% | 21% | 0% | 14 | 7% | 2% | 0%
O=C(Cn1c(=O)n(-c2ccccc2)c(=O)c2oc3ccccc3c21)Nc1ccccc1 | -11% | u | -1.1% | 0% | -10% | -5% | 3% | 2 | u | -4% | -8%[46.1 µM]
CC(=O)N1CCSc2ccc(S(=O)(=O)N3CCC(C)CC3)cc21 | -28% | 10% | 0.1% | -1% | 2% | -5% | 17% | -7 | 3% | -5% | 0%
S=c1[nH]c2ccc3ccccc3c2[nH]1 | 6% | u | -0.4% | 3% | -1% | -3% | 13% | 1 | u | -4% | -3%
O=C(NC12CC3CC(CC(C3)C1)C2)C12CC3CC(C1)CC(n1cnc(Cl)n1)(C3)C2 | 7% | 3% | 0.4% | 0% | -3% | -8% | 0% | 11 | 0% | 1% | -3%
CCCS(=O)(=O)c1nc(S(=O)(=O)c2ccc(C)cc2)c(NCc2ccc3c(c2)OCO3)s1 | -10% | 13% | -0.3% | -13% | -4% | -7% | 4% | 1 | -4% | 0% | 2%[46.1 µM]
COc1cccc(OCC(=O)NNC(=O)C(=O)Nc2cccc(C)c2)c1 | 11% | u | 0.2% | -2% | 0% | 10% | -5% | -1 | u | -1% | 0%
Cc1ccc(C)c(S(=O)(=O)C(C#N)c2nc3ccccc3nc2N2CCCC2)c1 (configuration not stated) | x | -3% | -0.4% | -2% | 0% | -6% | 3% | -2 | -10% | -3% | 3%
COc1ccc(/C=N/OCC(=O)NCc2cccs2)c(OC)c1 | 3% | u | -1.0% | 3% | 7% | 4% | 4% | 14 | -16% | -2% | -2%[46.1 µM]
CN(CC(=O)Nc1ccccc1Cl)C(=O)Cn1cc(C(F)(F)F)ccc1=O | 1% | -3% | 0.0% | 1% | 4% | -1% | -2% | 14 | 20% | -4% | 4%
CCc1nnc(NC(=O)Cn2ccc(C(F)(F)F)n2)s1 | -1% | -3% | -1.0% | -1% | 3% | -3% | 1% | 2 | 0% | -6% | 2%
O=S(=O)(NCCn1cccc1)c1ccc2ccccc2c1 | 1% | -1% | -0.3% | 1% | 0% | 16% | -4% | -20 | x | -3% | 5%
Cn1ccnc1C(OC(=O)c1ccc(Cl)cc1)C(F)(F)F (configuration not stated) | -18% | 0% | -0.4% | -4% | 0% | 7% | 6% | 10 | 6% | -5% | -4%
NC(=O)c1nsc(C(=O)N(CC(=O)NCc2ccco2)c2ccccc2F)c1N | -8% | u | 0.0% | 0% | 2% | -26% | -1% | 0 | 13% | -2% | 3%[46.1 µM]

Two records picked at random from the list so far:
mol | uPA surface inh | BCR signal inh | B2AR arrestin | USP2a block | Tb PFK block | Eya2 inh | Mito fusion act | TSHR antag | ELG1 DNA repair | TSG101-PTAP inh | TCR activator
CCCS(=O)(=O)c1nc(S(=O)(=O)c2ccc(C)cc2)c(NCc2ccc3c(c2)OCO3)s1 | -10% | 13% | -0.3% | -13% | -4% | -7% | 4% | 1 | -4% | 0% | 2%[46.1 µM]
CC(=O)N1CCSc2ccc(S(=O)(=O)N3CCC(C)CC3)cc21 | -28% | 10% | 0.1% | -1% | 2% | -5% | 17% | -7 | 3% | -5% | 0%
